Bioassay records: PubChem, National Center for Advancing Translational Sciences (NCATS)
IL2 activator: IL-2 activation | IL-2 activation reporter assay, cell-based qHTS; stimulated with anti-CD3/CD4/CD28 beads; in transgenic mouse T cells | AID 652025 | activation, % (series mostly up to about 46 µM) | 360,000 tested, 0.065% active; in the data active = activation above about 50%; inconclusive = mostly about 30% to 49%; note: 0% is about no effect
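Readout is EGFP and DsRed signal by fluorescent plate cytometry after 18 h at 37 degrees C. Transgenic mouse T cells (750/well) received compound for 60 min before bead stimulation (anti-CD3, anti-CD4, anti-CD28); memory T cells served as non-tolerant control.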
EPAC1 antag: blocks human EPAC1 exchange factor | 360,000 tested, 0.14% active | Potency, µM (series often up to 115 µM), for inactives: at the highest dose activity change, negative = inhibition, usual class: inhibitors | AID 720709 | EPAC1 GEF assay, Rap1b-BODIPY-GDP exchange fluorescence | O95398;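 note: potency is the fitted concentration of half-maximal effect; plate controls were vehicle for no effect and positive control for full effect; nearly all actives have a fitted effect of over 50% in size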
PLK1 PBD inh: inhibitors of human PLK1 polo-box domain binding. P53350. Plk1 PBD binding of FITC phosphopeptide, fluorescence polarization. Potency, µM, inactives show max response, negative = inhibition, actives largely listed as inhibitors. 360,000 tested, 2.8% active. AID 720504; note: potency is the fitted concentration of half-maximal effect; series mostly up to about 57 µM; % is set by controls: 0 for no effect and ±100 for the full control effect; nearly all actives have a fitted effect of over 65% in size
HEK293 tox: cytotoxicity in counter-screen for GLP-1R inverse agonists; HEK293 cAMP-luciferase reporter cells, luminescence, 24 h; Potency, µM (highest dose often 38.3 µM), without a hit: top-dose activity change, negative = inhibition, usual class: inhibitors; 410,000 tested, 0.13% active;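 note: loss of luciferase light is scored as toxicity; potency is the fitted concentration of half-maximal effect; % is set by controls: 0 for no effect and ±100 for the full control effect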
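Here, cytotoxicity is scored as loss of luminescence. The MLSMR collection was tested on cells seeded in medium containing 10% Nu serum, with a 24 hr compound exposure preceded by 12 hours of culture.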
PTHR1 ag: agonists of human PTHR1 parathyroid hormone receptor | Q03431 | HEK293 GP2 PTHR1 cells, GloSensor cAMP luminescence, 1 h | Potency, µM (doses to about 115 µM), for inactives: at the highest dose activation, hits mostly activators | 410,000 tested, 0.075% active | AID 743266; note: potency is the fitted concentration of half-maximal effect; nearly all actives have a fitted effect of over 55% in size; some results filed as inactive show a strong effect at the top dose; inactives centre near -15; many of its hits are not listed in these tables
Target sequence (Q03431 whole entry, looked up): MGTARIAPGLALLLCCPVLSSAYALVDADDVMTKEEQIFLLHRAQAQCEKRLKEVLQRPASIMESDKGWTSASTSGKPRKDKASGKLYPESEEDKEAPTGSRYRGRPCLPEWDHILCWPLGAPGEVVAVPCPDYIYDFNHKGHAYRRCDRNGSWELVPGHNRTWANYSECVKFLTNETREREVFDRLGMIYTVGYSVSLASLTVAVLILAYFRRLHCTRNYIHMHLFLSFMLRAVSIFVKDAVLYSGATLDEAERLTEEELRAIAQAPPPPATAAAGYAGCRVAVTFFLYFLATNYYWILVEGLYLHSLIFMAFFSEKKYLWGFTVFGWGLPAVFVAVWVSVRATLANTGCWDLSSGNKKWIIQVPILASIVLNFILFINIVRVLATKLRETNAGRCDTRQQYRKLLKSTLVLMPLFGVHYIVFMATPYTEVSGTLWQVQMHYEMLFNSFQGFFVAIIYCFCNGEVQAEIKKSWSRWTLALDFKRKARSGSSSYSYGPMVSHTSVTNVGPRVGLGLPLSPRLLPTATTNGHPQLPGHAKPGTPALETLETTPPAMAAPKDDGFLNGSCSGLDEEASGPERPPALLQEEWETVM
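HEK-293-derived GP2 cells expressing PTHR1 and a GloSensor cAMP reporter, 3,000/well, plated overnight, given luciferin plus IBMX (each 0.5 mM as added) for 1 h at 37 °C, then compound for 1 h at 37 °C. Luminescence was read after 15 min at room temperature.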
GLP1R ag: agonists of human GLP-1 receptor; P43220; HEK293 GLP-1R CRE-luciferase, luminescence, 4-6 h; cells express a hypersensitive GLP-1R form; Potency, µM (highest dose often 45.6 µM), inactives show at the highest dose activation, most hits filed as activators; 380,000 tested, 0.007% active; AID 624172; note: potency is the fitted concentration of half-maximal effect; % of control where 0% means no effect
EPAC1 agonist: activates human EPAC1 exchange factor; EPAC1 agonist qHTS, biochemical assay; response scale: 100% = response to 6.5 mM cAMP; Potency, µM (top dose mostly 154 µM), for inactives: at the highest dose activation, usual class: activators; 360,000 tested, 0.073% active; note: potency is the fitted concentration of half-maximal effect; nearly all actives have a fitted effect of over 60% in size
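Nucleotide exchange by EPAC1 (100 nM) on Rap1B–BODIPY-GDP (250 nM) in the presence of 50 uM GDP is tracked fluorescently at 480/540 nm over 30 min. Signals are normalized to a 6.5 mM cAMP control.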
GLP1R inv ag: GLP-1 receptor (human) inverse agonism; P43220; Potency, µM (top dose mostly 38.3 µM), inactives show top-dose activity change, negative = inhibition, most hits filed as inhibitors; HEK293 GLP-1R CRE-luciferase, luminescence, 24 h; GLP-1R form is constitutively active; 410,000 tested, 1.6% active; AID 624417; note: potency is the fitted concentration of half-maximal effect; % is set by controls: 0 for no effect and ±100 for the full control effect; nearly all actives have a fitted effect of over 55% in size
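HEK293 cells stably co-expressing a cAMP-responsive luciferase reporter and constitutively active GLP-1R were seeded, incubated 12 h, then exposed to compounds for 24 h at 37 C. Luminescence was read 12 min after detection reagent; inverse agonists lower signal.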
PI5P4K alpha inh: inhibitors of human PI5P4K alpha. PI5P4Kalpha enzyme, ADP-Glo luminescence, 60 min; active compounds read low. max response, %. 330,000 tested, 1.2% active. AID 652105; active = max response of -50% or lower; inconclusive = between -30% and -50%; inactive = -30% or higher; note: value at the top dose of about 77 µM; % is set by controls: 0 for no effect and ±100 for the full control effect
Target sequence (P48426 whole entry, looked up): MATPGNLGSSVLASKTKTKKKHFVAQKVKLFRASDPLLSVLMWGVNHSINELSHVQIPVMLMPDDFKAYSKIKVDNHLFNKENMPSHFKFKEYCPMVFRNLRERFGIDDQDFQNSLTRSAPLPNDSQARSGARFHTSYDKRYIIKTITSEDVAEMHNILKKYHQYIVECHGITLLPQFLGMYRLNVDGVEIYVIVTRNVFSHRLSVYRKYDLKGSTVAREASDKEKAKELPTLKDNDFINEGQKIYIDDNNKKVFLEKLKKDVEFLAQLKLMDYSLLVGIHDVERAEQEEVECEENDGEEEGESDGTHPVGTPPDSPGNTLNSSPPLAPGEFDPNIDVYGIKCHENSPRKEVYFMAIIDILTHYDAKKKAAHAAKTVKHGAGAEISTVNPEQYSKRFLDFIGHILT
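Human PI5P4Kalpha with substrate in 0.038 M HEPES pH 7.4, 0.28 mM EGTA, 0.1% CHAPS, 5% DMSO; reaction started with 5 microM ATP (final), 60 min at room temperature. ADP formed read by ADP-Glo luminescence.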
The depositor's hits bear a star; i = inactive; ? = inconclusive; . = no result given; [ ] = remark or other dose. Unless noted, calls come from the whole dose curve; as a rule, active = well fitted curve in the direction sought with a large enough effect; inconclusive = small, poorly fitted or top-dose-only effect, or another doubt; inactive = no such curve, though single readings can be large; an effect the other way counts as inactive or inconclusive. Only part of the results is shown, so the mix of outcomes need not match the whole.

SMILES	IL2 activator	EPAC1 antag	PLK1 PBD inh	HEK293 tox	PTHR1 ag	GLP1R ag	EPAC1 agonist	GLP1R inv ag	PI5P4K alpha inh
COc1cccc(OCC(O)CN2CCN(C(c3ccccc3)c3ccccc3)CC2)c1 (configuration not stated)	-0.2	-22%	3%	14%	-34%[inhibitor]	-6%	-6%	?	2
CCN(c1cccc2ccccc12)S(=O)(=O)c1cccs1	0.2	2%	?	13%	-95%[inhibitor]	0%	22%	?	4
CCN1CCN(C(=O)C(=O)c2c(C)[nH]c3ccccc23)CC1	-0.3	10%	0%	6%	i	0%	-2%	11%	-5
CCC(=O)N1CCc2cc(S(=O)(=O)CCC(=O)Nc3ccc(CC)cc3)ccc21	0.4	0%	-4%	-13%	-14%[57.5 µM]	-5%	10%	-12%	7
Cc1ccc(C(=O)NC(=S)Nn2cnnc2)cc1	2.0	14%	?	7%	i	4%	2%	16%	-19
CCCNC(=O)NC(=O)CSc1nc2ccccc2c(=O)n1Cc1ccncc1	-1.1	-22%	-10%	6%	-37%[inhibitor]	8%	3%	5%	2
Oc1ccc2ccccc2c1CNc1ccc(Br)cc1	-3.7	-14%	6.7µM*	-12%	i	-5%	16%	?	-18
Cc1c(O)ccc2c(CN3CCN(C/C=C/c4ccccc4)CC3)cc(=O)oc12	-0.8	-23%	-13%	.	-21%	7%	13%	3.5µM*	-2
COC(=O)CN1C(=O)C(C)=C(c2ccc(C)cc2)S1(=O)=O	-3.0	4%	-2%	-9%	i	10%	-6%	-4%	.
CNC(=O)/C(C#N)=C\c1cc(C)n(-c2ccc(N3CCOCC3)cc2)c1C	-0.7	6%	-4%	-7%	i	6%	-2%	-16%	0
CN(C(=O)COc1ccccc1)c1nc(-c2ccc(F)cc2)cs1	0.5	6%	-7%	-11%	i	-1%	16%	17%	2
CCCCNC(=O)c1onc(CSc2ccc(OC)cc2)c1C(=O)O	1.3	9%	-17%	-1%	-20%	0%	6%	-12%	-50*

A draw from above in order of heavy-atom count, ascending.
SMILES	IL2 activator	EPAC1 antag	PLK1 PBD inh	HEK293 tox	PTHR1 ag	GLP1R ag	EPAC1 agonist	GLP1R inv ag	PI5P4K alpha inh
COC(=O)CN1C(=O)C(C)=C(c2ccc(C)cc2)S1(=O)=O	-3.0	4%	-2%	-9%	i	10%	-6%	-4%	.
CCCCNC(=O)c1onc(CSc2ccc(OC)cc2)c1C(=O)O	1.3	9%	-17%	-1%	-20%	0%	6%	-12%	-50*
COc1cccc(OCC(O)CN2CCN(C(c3ccccc3)c3ccccc3)CC2)c1 (configuration not stated)	-0.2	-22%	3%	14%	-34%[inhibitor]	-6%	-6%	?	2

The results go on:
SMILES	IL2 activator	EPAC1 antag	PLK1 PBD inh	HEK293 tox	PTHR1 ag	GLP1R ag	EPAC1 agonist	GLP1R inv ag	PI5P4K alpha inh
O=C(COC(=O)c1ccc(S(=O)(=O)NCc2ccco2)cc1)NCc1ccccc1	-0.8	1%	-9%	-13%	i	12%	12%	10%	-16
Cc1ccc(C(=O)N2CCCC(Nc3ccc(F)cc3)C2)cc1C (configuration not stated)	-2.1	7%	-5%	15%	-24%	7%	4%	?	9
CN1CCC(C)(C(=O)Nc2ccc3c(c2)OCCO3)C1 (configuration not stated)	-0.3	-4%	-3%	-9%	i	-3%	8%	9%	0
CCOC(=O)N1CCC(NC(=O)CSCc2nc(-c3ccc(OC)cc3)oc2C)CC1	-1.6	?	?	-17%	-40%[inhibitor]	2%	-6%	-1%	-6
CCCCn1c(N)c(N(CC(C)C)C(=O)CCCn2c(=O)oc3ccccc32)c(=O)[nH]c1=O	-2.4	1%	-3%	5%	-13%	0%	1%	34%	1
CCOC(=O)CSc1ccc(S(=O)(=O)N2CCC(C)CC2)cc1[N+](=O)[O-]	-2.1	-10%	-12%	6%	i	-13%	5%	1%	13
COc1cc(CNC(=O)Nc2nnc([C@@H]3C[C@H](O)[C@@H](CO)O3)s2)cc(OC)c1OC	0.0	-14%	1%	-8%	i	-6%	1%	4%	-1
O=C(CN1CCN(S(=O)(=O)c2ccc(Cl)cc2)CC1)NC1CCCC1	-5.3	5%	-6%	0%	i	1%	3%	-16%	0
Cc1onc(-c2ccccc2Cl)c1C(=O)N/N=C(\N)COc1ccc(Cl)cc1	-0.3	-7%	4%	-20%	-25%	-9%	-14%	?	10
CCOC(=O)c1c(NC(=O)c2ccc(Cl)s2)sc(C)c1C	-2.5	-5%	-12%	18%	-14%	2%	-12%	30%	-3
COc1ccccc1OCCn1cc(C(=O)c2ccco2)c2ccccc21	-1.9	2%	-4%	-14%	-4%[57.5 µM]	-6%	21%	13µM*	4
Cc1ccc(-c2nc3c(cnn3-c3ccccc3)c(=O)o2)cc1	-1.1	-3%	-9%	7%	i	1%	6%	0%	.
Cc1occc1-c1nnc(SCCNCCO)o1	4.2	-3%	-1%	-7%	i	0%	-4%	19%	3
CN1C(=O)CC(N2CCC(c3nc4ccccc4s3)CC2)C1=O (configuration not stated)	-0.7	-1%	-6%	-13%	-2%[57.5 µM]	-6%	5%	-8%	2
O=C(Nc1ccc2ncccc2c1)Nc1ccc2ncccc2c1	-1.9	-2%	0%	3%	-36%[inhibitor]	7%	0%	4%	1
CCOc1ccc(C(C)(C)C)cc1S(=O)(=O)N1CCOCC1	-2.4	7%	?	-5%	i	3%	-4%	-33%	-3
CC(=O)c1ccc(NC(=O)/C(=C\c2cccs2)NC(=O)c2ccco2)cc1	-4.4	5%	-4%	11%	i	3%	4%	26%	5
CCC(NC(=O)Nc1ccc(O)cc1)(C(F)(F)F)C(F)(F)F	-1.4	-14%	-5%	-2%	-23%	4%	-14%	-24%	-2
CCOC(=O)c1oc2ccc(/C=N/O)c(Cl)c2c1C	-6.4	-11%	1%	14%	i	22%	-2%	108%[activator]	6
CCS(=O)(=O)N1CCC(c2nc(-c3ccc(C)cc3)no2)CC1	2.0	-11%	-3%	6%	i	3%	1%	68%[activator]	.
CC1CCCCC1NC(=O)CN1C(=O)NC(C)(c2cc(F)ccc2F)C1=O (configuration not stated)	1.0	11%	-10%	4%	-7%	-6%	-2%	15%	4
Cc1c(Cl)cccc1NC(=S)N1CCCCCC1	-1.6	?	-29%	-8%	?	2%	-8%	?	3
N#Cc1c(NC(=O)C2CC=CCC2C(=O)O)sc2c1CCCCCC2 (configuration not stated)	-2.4	79µM*	?	9%	-15%	3%	11%	-16%	2
CCOC(=O)c1cc(C#N)c(Nc2ccccc2OC)nc1C(F)(F)F	-1.5	-10%	-2%	-1%	-15%	3%	0%	13%	22
COc1ccc(C(=O)NC(=O)NC2(C(Cl)(Cl)Cl)OCCO2)cc1	2.2	5%	6%	-9%	-52%[inhibitor]	14%	-7%	4%	2
CCOC(=O)c1cccc(NC(=S)N2CCN(c3ncc4c(=O)c(C(=O)O)cn(CC)c4n3)CC2)c1	-0.7	2%	-12%	5%	-38%[inhibitor]	-1%	-7%	-3%	-5
O=C1NC(=O)C2(CCc3ccccc32)N1 (configuration not stated)	2.5	4%	2%	-9%	i	-3%	7%	2%	-4
O=C(COC(=O)C1Cc2ccccc2CN1C(=O)c1ccccc1)Nc1ccc(SC(F)F)cc1 (configuration not stated)	1.1	?	-5%	-23%	i	-1%	12%	6%	-11
O=C(Nc1ccccc1Cl)NC1(C(=O)NCCCN2CCOCC2)CCCCC1	-2.2	11%	-8%	-15%	-2%[57.5 µM]	-3%	8%	9%	0
Cc1ccc(-c2nnc(N(C)C(=O)c3cccnc3)s2)cc1	3.1	6%	2%	-2%	-78%[inhibitor]	8%	0%	0%	0
C[C@@H]1CN([C@@H](C)CO)C(=O)c2cccc(NS(C)(=O)=O)c2O[C@H]1CN(C)Cc1ccc(Oc2ccccc2)cc1	-0.8	1%	0%	7%	-24%	7%	8%	0%	2
CC(C)COc1ccccc1C(=O)NC(CO)C(=O)O (configuration not stated)	-3.5	10%	-3%	2%	-1%[57.5 µM]	12%	-4%	23%	2
CCN1CCN(C(=O)c2ccc(CS(=O)(=O)Cc3ccccc3C)o2)CC1	0.0	3%	-15%	-15%	i	2%	1%	-2%	-1
Cc1ccc(-n2ncc3c2CCCC3NC(=O)CCN2CCCC2=O)cc1C (configuration not stated)	0.5	-7%	5%	4%	i	3%	10%	11%	1
CN(C)c1nc(OCC(=O)NC(C)(C)C)nc(N(C)C)n1	-0.8	18%	-7%	-2%	i	-4%	-3%	18%	-2
CC(C)(C#CCN1CCCC1)OCCC#N	-0.2	-2%	-2%	-10%	i	-8%	0%	4%	0
CCOC(=O)N1CCN(C(=O)CN(Cc2ccc(Cl)cc2)S(C)(=O)=O)CC1	-1.1	-3%	0%	-3%	-26%	-1%	6%	-12%	2
CCn1c(SCc2nc3ccccc3c(=O)[nH]2)nc2ccccc2c1=O	-0.1	-3%	-9%	-21%	-10%[57.5 µM]	?	-6%	60%[activator]	0
CCOc1ccc(N(CC(=O)NCCc2ccccc2)C(=O)CCC(=O)Nc2nccs2)cc1	-3.4	?	-4%	-7%	-8%	5%	-9%	4%	-1
CCS(=O)(=O)N1CCN=C1SC(C)c1ccccc1 (configuration not stated)	0.0	-12%	6%	4%	-19%	3%	9%	9%	0
CCCCNC(=O)Nc1ccccc1CC	-1.3	-3%	-2%	-1%	i	-8%	3%	-17%	3
CC(C)CNC(=O)CSc1nnc(CN2CCCCCC2=O)n1-c1ccccn1	-1.8	2%	0%	24%	29%[57.5 µM]	0%	4%	5%	.
Nn1c(SCC(=O)Nc2nnc(-c3ccccc3)o2)nnc1C1CC1	0.6	5%	-14%	6%	-15%	0%	5%	0%	-1
CSC1=C(C#N)C(c2ccccc2C)C(C#N)=C(N)N1 (configuration not stated)	-3.0	0%	-14%	-24%	-28%	?	0%	1%	.
CCOC(=O)[C@]12CCCC=C1N(CCC1=CCCCC1)C(=O)[C@H](CC(=O)NCc1cccc3ccccc13)C2	-0.8	4%	1%	-3%	i	.	-3%	?	18
